PTHR1 agonist: agonists of human PTHR1 parathyroid hormone receptor. Q03431. HEK293 GP2 PTHR1 cells, GloSensor cAMP luminescence, 1 h. Potency, µM (series often up to 115 µM), for the others: at the top dose activation, actives largely listed as activators. actives 0.075% (n = 410,000); also: nearly all actives have a fitted effect of over 55% in size; some results filed as inactive show a strong effect at the top dose; inactives centre near -15; many of its hits are not listed in these tables
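HEK-293-derived GP2 cells expressing PTHR1 and a GloSensor cAMP reporter, 3,000/well, plated overnight, given luciferin plus IBMX (each 0.5 mM as added) for 1 h at 37 °C, then compound for 1 h at 37 °C. Luminescence was read after 15 min at room temperature.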
FUS yeast rescue: suppressors of FUS proteinopathy in yeast; Potency, µM (titrated, usually from 76.6 µM), for inactives: top-dose growth rescue (activation), usual class: activators; actives 0.24% (n = 390,000); S. cerevisiae FUS-expressing, growth rescue, OD600, 24 h;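 also: plate controls were DMSO vehicle for no effect and reference control for full effect; nearly all actives have a fitted effect of over 55% in size; some results filed as inactive show a strong effect at the top dose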
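Read-out: OD at 600 nm after 24hr at 30C, reporting rescue of FUS-induced yeast toxicity. Cells at OD 0.005 in galactose (2%) minimal medium; compounds tested in a dilution series; CP55940 titration from 92uM final as control.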
EPAC1 ag: activates human EPAC1 exchange factor; O95398; EPAC1 agonist qHTS, biochemical assay; response scale: 100% = response to 6.5 mM cAMP; Potency, µM (titrated, usually from 154 µM), without a hit: at the highest dose activation, usual class: activators; actives 0.073% (n = 360,000); AID 720707; also: nearly all actives have a fitted effect of over 60% in size
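Fluorescent GDP-exchange assay: 100 nM EPAC1 with 250 nM Rap1B preloaded with BODIPY-GDP and 50 uM GDP; compounds tested as concentration series, 5 min at room temperature, then read every 5 min for 30 min (ex 480/em 540 nm); normalized to 6.5 mM cAMP.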
EPAC1 antagonist: blocks human EPAC1 exchange factor. O95398. EPAC1 GEF assay, Rap1b-BODIPY-GDP exchange fluorescence. Potency, µM (titrated, usually from 115 µM), without a hit: at the highest dose activity change, negative = inhibition, actives largely listed as inhibitors. actives 0.14% (n = 360,000). AID 720709;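 also: plate controls were vehicle for no effect and positive control for full effect; nearly all actives have a fitted effect of over 50% in size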
EPAC2 agonist: agonists of human EPAC2 (RAPGEF4); Q8WZA2; EPAC2 activation, biochemical qHTS; response scale: 100% = 6.5 mM cAMP response; Potency, µM (doses to about 154 µM), for inactives: top-dose activation, usual class: activators; actives 0.079% (n = 360,000); AID 720711; also: nearly all actives have a fitted effect of over 50% in size
Target sequence (Q8WZA2 whole entry, looked up): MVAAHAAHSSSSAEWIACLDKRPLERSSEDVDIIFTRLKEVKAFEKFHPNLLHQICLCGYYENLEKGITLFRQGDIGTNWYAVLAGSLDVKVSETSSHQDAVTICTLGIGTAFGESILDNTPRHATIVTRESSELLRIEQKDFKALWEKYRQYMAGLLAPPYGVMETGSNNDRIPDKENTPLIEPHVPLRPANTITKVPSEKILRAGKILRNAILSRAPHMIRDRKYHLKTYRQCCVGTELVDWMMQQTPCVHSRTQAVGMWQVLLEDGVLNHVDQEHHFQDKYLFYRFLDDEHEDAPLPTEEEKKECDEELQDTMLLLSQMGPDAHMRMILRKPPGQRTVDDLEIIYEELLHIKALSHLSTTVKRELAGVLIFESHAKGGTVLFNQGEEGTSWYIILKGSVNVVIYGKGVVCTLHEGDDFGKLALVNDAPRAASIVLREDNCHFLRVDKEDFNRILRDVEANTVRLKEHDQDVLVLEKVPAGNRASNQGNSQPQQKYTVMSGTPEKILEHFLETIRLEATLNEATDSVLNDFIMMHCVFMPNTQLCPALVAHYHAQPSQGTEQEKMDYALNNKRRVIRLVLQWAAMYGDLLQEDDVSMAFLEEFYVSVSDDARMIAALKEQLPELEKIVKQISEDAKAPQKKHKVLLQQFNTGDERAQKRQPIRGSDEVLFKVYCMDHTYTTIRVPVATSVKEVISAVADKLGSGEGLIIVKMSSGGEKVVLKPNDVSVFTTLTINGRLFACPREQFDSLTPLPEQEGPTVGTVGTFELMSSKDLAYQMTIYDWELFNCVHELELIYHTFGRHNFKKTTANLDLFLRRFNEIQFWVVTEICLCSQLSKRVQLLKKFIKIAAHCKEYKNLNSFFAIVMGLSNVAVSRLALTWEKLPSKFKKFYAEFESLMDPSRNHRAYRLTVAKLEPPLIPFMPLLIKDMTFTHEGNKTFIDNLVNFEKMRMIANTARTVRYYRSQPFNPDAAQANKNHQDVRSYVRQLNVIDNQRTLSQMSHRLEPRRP
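Guanine nucleotide exchange by EPAC2 is measured as reduced fluorescence of BODIPY-GDP once it is released from 250 nM Rap1B. Plates are read kinetically for 30 min at room temperature; results are scaled to 6.5 mM cAMP.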
EPAC2 antag: blocks human EPAC2 exchange factor. actives 0.18% (n = 360,000). EPAC2 GEF exchange of Rap1B-BODIPY-GDP, fluorescence. Q8WZA2. AID 720708. Potency, µM (series often up to 114 µM), inactives show top-dose activity, negative = inhibition, usual class: inhibitors; also: % is scaled to controls: 0 for no effect and ±100 for the full control effect; nearly all actives have a fitted effect of over 45% in size; many of its hits are not listed in these tables
TDP-43 yeast inh: rescues yeast growth from TDP-43 toxicity; TDP-43 expressing yeast growth rescue, BacTiter-Glo, 24 h; Potency, µM (series often up to 46.1 µM), for inactives: at the top dose growth rescue (activation), actives largely listed as activators; actives 1.8% (n = 410,000); AID 652104; also: % of control where 0% means no effect; nearly all actives have a fitted effect of over 50% in size
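Yeast expressing TDP-43 (pregrown in raffinose, seeded at OD600=0.02 in galactose medium) exposed to compounds 24 hr at 30 deg C. Growth read by BacTiter-Glo luminescence; rescue of toxicity appears as increased signal.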
aSyn yeast inh: rescues yeast growth from alpha-synuclein toxicity. Yeast expressing alpha-synuclein, growth rescue, BacTiter-Glo, 24 h. Potency, µM (doses to about 46.1 µM), without a hit: at the top dose growth rescue (activation), actives largely listed as activators. actives 0.14% (n = 370,000). AID 652106; also: % of control where 0% means no effect; nearly all actives have a fitted effect of over 65% in size
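Readout is rescue of growth in alpha-synuclein-expressing yeast, so inhibitors of toxicity appear as activators. Growth after 24 hr at 30 deg C in galactose medium is quantified by luminescence.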
An asterisk follows results filed as active; i = inactive; ? = inconclusive; nt = no result given; & = joins results of further samples; [ ] = dose if it differs, or a comment. Calls follow the shape of the dose curve; as a rule, active = well fitted curve in the direction sought with a large enough effect; inconclusive = small, poorly fitted or top-dose-only effect, or another doubt; inactive = no such curve, though single readings can be large; an effect the other way counts as inactive or inconclusive. Potency is read from the fitted curve at half-maximal effect. Only part of the results is shown, so the mix of outcomes need not match the whole.

SMILES	PTHR1 agonist	FUS yeast rescue	EPAC1 ag	EPAC1 antagonist	EPAC2 agonist	EPAC2 antag	TDP-43 yeast inh	aSyn yeast inh
COc1ccc(S(=O)(=O)N2CCC(C(=O)NCc3cccnc3)CC2)cc1Cl	i	-12%	-1%	5%	3%	15%	1%	3%
CCCCC[C@H]1CN(CCCC)C(=O)[C@@H]1CC(=O)NCc1ccc(OC)cc1	-24%	19%	-24%	-14%	0%	-9%	15%	-4%
C=CCN1C(=O)C(Cc2ccc(OC)cc2)SC1=Nc1ccc(C(=O)O)cc1 (centres undefined)	-5%	nt	-3%	-13%	3%	-1%	?	10%
Cc1ccc(S(=O)(=O)NCCC(=O)Nc2nnc(C3CC3)s2)cc1C	-26%[57.5 µM]	7%	8%	3%	-1%	-3%	4%	4%
O=C(Nc1ccc2[nH]c(=S)sc2c1)Nc1ccccc1F	-85%[inhibitor]	5%	-6%	?	2%	-16%	17%	-12%
CCCc1noc2c1/C(=N\O)CC(CC(C)SCC)C2 (centres undefined)	i	21%	22%	3%	12%	-6%	21%	-21%
O=C(CSc1ncccn1)NCc1ccc(Cl)cc1	i	-15%	-9%	4%	-8%	1%	?	3%
CCCCn1c(N)c(N(C(=O)CSc2nnnn2-c2ccccc2)C2CCCC2)c(=O)[nH]c1=O	i	-26%	11%	-2%	4%	-6%	11%	-2%
O=C1C=CC(=O)N1c1ccccn1	-8%	34%	7%	-10%	8%	3%	-15%	-1%
COc1ccc(C(=O)N/N=C/c2ccc(OC)c(COc3ccc(F)cc3F)c2)cc1	i	nt	4%	-4%	2%	-3%	5%	7%
Cc1ccc(-n2c(C)cc(C(=O)CSc3nncs3)c2C)cc1	-46%[inhibitor][57.5 µM]	3%	20%	3%	5%	-3%	22µM*	-20%
COc1ccc(Br)cc1C(=O)Nc1nnn(C)n1	-8%[57.5 µM]	10%	-11%	-12%	-3%	3%	7%	5%
O=[N+]([O-])c1ccc(/C=N/n2cn[nH]c2=S)cc1	4%	-1%	10%	1%	5%	-6%	13%	5%
CN(C)CCCNc1nc2cc(-c3ccc4c(ccn4C)c3)sc2c(=O)n1C	-19%	15%	-6%	-8%	10%	8%	3%	1%
O=C(NCCS(=O)(=O)NCc1ccc(F)cc1)c1ccccc1	-2%	12%	-5%	-8%	2%	-9%	-11%	-2%

2 entries picked at random from the list so far, as already listed:
SMILES	PTHR1 agonist	FUS yeast rescue	EPAC1 ag	EPAC1 antagonist	EPAC2 agonist	EPAC2 antag	TDP-43 yeast inh	aSyn yeast inh
Cc1ccc(-n2c(C)cc(C(=O)CSc3nncs3)c2C)cc1	-46%[inhibitor][57.5 µM]	3%	20%	3%	5%	-3%	22µM*	-20%
O=C(NCCS(=O)(=O)NCc1ccc(F)cc1)c1ccccc1	-2%	12%	-5%	-8%	2%	-9%	-11%	-2%

Back to the main list; the 3 compounds before the break are reprinted first.
SMILES	PTHR1 agonist	FUS yeast rescue	EPAC1 ag	EPAC1 antagonist	EPAC2 agonist	EPAC2 antag	TDP-43 yeast inh	aSyn yeast inh
O=[N+]([O-])c1ccc(/C=N/n2cn[nH]c2=S)cc1	4%	-1%	10%	1%	5%	-6%	13%	5%
CN(C)CCCNc1nc2cc(-c3ccc4c(ccn4C)c3)sc2c(=O)n1C	-19%	15%	-6%	-8%	10%	8%	3%	1%
O=C(NCCS(=O)(=O)NCc1ccc(F)cc1)c1ccccc1	-2%	12%	-5%	-8%	2%	-9%	-11%	-2%
Cc1cc(C)c(NC(=O)CN(c2ccccc2)S(=O)(=O)N(C)C)c(C)c1	-21%[57.5 µM]	?	4%	12%	7%	-3%	0%&3%	2%&1%
O=C(CC1C(=O)NCCN1Cc1ccc(F)cc1Cl)NC1CCCCCCC1 (centres undefined)	i	nt	-2%	11%	10%	1%	3%	7%
CC(C)N1CCN(C(=O)c2ccc(NC(=O)c3ccc(Br)o3)cc2)CC1	-23%	-8%	8%	-3%	1%	7%	5%	-1%
CCOC(=O)c1cc2ccc(OC(=O)c3ccco3)cc2oc1=O	i	27%	7%	4%	-4%	-2%	-26%	0%
CCC(CC)C(=O)Nc1nnc(SCC(=O)NC(C)(C)C)s1	i	-25%	-4%	-16%	5%	-1%	10%	-5%
CCn1c(CNC(=O)c2ccccc2F)nnc1SCC(=O)NC1CCCCC1C (centres undefined)	i	3%	1%	-9%	4%	4%	15%	-2%
CCOC(=O)C1=C(C)N=c2s/c(=C/c3cccc([N+](=O)[O-])c3O)c(=O)n2C1c1ccc(OC)cc1OC (centres undefined)	i	-7%	7%	-22%	-8%	?	-21%	1%
O=C(COc1ccc2c(C(F)(F)F)cc(=O)oc2c1)Nc1ccc2c(c1)OCCO2	-15%	10%	-1%	13%	-1%	4%	11%	-10%
CN(CC(=O)Nc1cccc(F)c1)C(=O)c1cc(-c2cccs2)nn1-c1ccccc1	-13%	?	9%	-22%	14%	-12%	-4%	-8%
Cc1ccc(OCC(=O)Nc2c(C)ccc3nsnc23)cc1	-33%[inhibitor]	-4%	5%	-8%	8%	5%	?	3%
COc1cc(C(=O)N/N=C/c2sc(=O)n(-c3ccccc3)c2Cl)cc(OC)c1OC	-14%	3%	0%	3%	-2%	7%	?	-1%
COc1ccc(/C=C/c2cc(-c3ccc(C)cc3)o[n+]2C)cc1	-32%[inhibitor]	nt	1%	-25%	1%	0%	3%	4%
O=C(NCc1ccccc1)N1CCC(CO)(Cc2cccc(F)c2)CC1	-4%	-4%	-7%	-2%	0%	-10%	13%	-8%
CC(=O)c1c(C)oc2ccc(N(C(C)=O)S(=O)(=O)c3cccc4cccnc34)cc12	-34%	?	-1%	-6%	6%	13%	-24%	11%
Cc1ccc(-c2nnc(CSc3nc(C)nc4sc(C)c(C)c34)o2)cc1	i	-15%	7%	-4%	14%	-4%	-4%	-14%
COc1ccc(N2CC(NC(=O)N3CCN(c4ccccc4)CC3)CC2=O)cc1 (centres undefined)	-17%	43%	-1%	-9%	14%	3%	-31%[inhibitor]	-20%
Cc1nc2sc(C(c3ccco3)N3CCOCC3)c(O)n2n1 (centres undefined)	-19%	17%	1%	15%	3%	13%	-25%	4%
COc1ccc(NC(=O)c2cccnc2Cl)c(S(=O)(=O)N2CCOCC2)c1	i	0%	3%	5%	8%	0%	0%	3%
C=CCNC(=O)c1onc(CSc2cccc(OC)c2)c1C(=O)NCC=C	-8%	-23%	-12%	-6%	1%	8%	-10%	-4%
CCCN1C[C@@H](C)[C@@H](OC)CN(C)C(=O)c2ccc(NC(=O)c3cccc(F)c3)cc2OC[C@H]1C	-4%	-10%	-14%	12%	0%	3%	10%	?
COCC(C)n1c(C)cc(C(=O)Cn2c(=O)oc3ccccc32)c1C (centres undefined)	i	-3%	4%	4%	-4%	-4%	5%	2%
Cc1cc(C)n2nc(C(=O)Nc3ccc4c(c3)OCO4)nc2n1	-8%	9%	2%	-15%	12%	-5%	3%	7%
C=CCc1c(C)nc2cc(-c3ccccc3)[nH]n2c1=O	-15%	-14%	10%	5%	13%	3%	7%	-8%
CC(C)[C@H]1C=C(C(=O)O)O[C@@H](OCCCCO)C1	i	-20%	-9%	5%	0%	-2%	-3%	1%
Cc1c(C)n(C)c2ccc(C(=O)NCCc3ccco3)cc12	-3%	9%	-10%	-9%	7%	3%	0%	-1%
COc1ccc(-c2sc3ccc(N4CCOCC4)cc3c2C#CCCO)cc1	-48%	?	14%	-2%	3%	-22%	?	1%
CNNC(=S)Nc1cccc(SC)c1	i	12%	1%	-3%	5%	6%	-9%	8%
COc1ccc(NC(=O)CN2CCCN(S(=O)(=O)c3ccc(F)cc3)CC2)c(OC)c1	-15%	9%	7%	-17%	13%	0%	-18%	6%
Cc1cccc(C)c1OCC(O)Cn1ccnc1C (centres undefined)	23%	-2%	-16%	5%	11%	0%	6%	1%
COc1ccc([N+](=O)[O-])cc1/C=N/NC(=O)Cc1ccccc1	1%	-17%	-15%	-14%	2%	4%[57.1 µM]	-17%	-3%
CC1(C)C(=O)NCCN1C(=O)CCC(=O)O	i	-18%	-1%	5%	5%	12%	-12%	1%
CC1(C(=O)Nc2ccc3c(c2)OCCO3)CCN1Cc1ccccc1OC(F)F (centres undefined)	i	-28%	-17%	-16%	10%	-21%	19%	1%
CCCc1ccc2oc(C(=O)N3CCCC3)c(C)c2c1	-19%	33%	-6%	-7%	-1%	-3%	?	1%
COc1ccc(S(=O)(=O)N2CCc3ccccc3C2)cc1OC	i	14%	6%	12%	6%	-3%	24%	?
CC1(C)CC(NC(=O)c2ccc(Cl)cc2)CC(C)(C)N1	i	0%	5%	-26%	4%	-1%	4%	0%
CCCc1cc(=O)oc2c3c(cc(OCC(=O)NCc4ccncc4)c12)OC(C)(C)CC3	-31%[inhibitor]	-1%	1%	?	1%	-22%	-5%	14%
Cc1ccc(NC(=O)CS(=O)CC(=O)N(CC(=O)NC(C)(C)C)c2cccc(C)c2C)cc1 (centres undefined)	-15%	35%	2%	0%	5%	0%	-4%	3%
COc1ccc([N+](=O)[O-])cc1/C=N/NC(=O)CNC(=O)c1cccc(F)c1	-3%	nt	-4%	0%	-3%	-1%	3%	8%
COc1ccc(-c2nnc(SCC(=O)c3cccs3)n2-c2ccc(Cl)cc2)cc1	i	24%	7%	4%	14%	-1%	0%	3%
COc1cc2cc(CCCOC(=O)c3ccc(C#N)cc3)oc(=O)c2cc1OC	i	-14%	-5%	-22%	8%	-6%	29%	-6%
Cc1cc(NC(=O)COC(=O)c2c(C)nn(-c3ccccc3)c2C)no1	i	11%	-4%	9%	7%	11%	?	0%
Cc1nc[nH]c(=O)c1Br	i	11%	6%	4%	7%	2%	-1%	1%
Cc1cccc(-c2nc(CCNC(=O)c3ccco3)cs2)c1	-20%&-18%	13%&-4%	-1%	4%	7%	7%	?	-8%
C/C(=N/Nc1ccnc2cc(Cl)ccc12)c1ccc(O)cc1	i	14%	-11%	-13%	8%	10%	-15%	-19%
CCCN(CC(=O)Nc1ccccc1OC)C(=O)c1cc(S(=O)(=O)NCc2ccccc2)ccc1C	-18%	nt	-1%	-15%	19%	9%	-17%	-6%
NS(=O)(=O)c1ccc(CCNC(=O)c2ccc3nccnc3c2)cc1	i	nt	8%	?	0%	-2%	4%	-3%
CCN(CC(=O)Nc1c(F)cccc1F)C(=O)c1nc2nc(C)cc(C)n2n1	-18%	5%	4%	13%	19%	-6%	-3%	-8%
Cc1ccccc1Nc1c(N)c(=O)oc2ccccc12	i	-3%	6%	0%	5%	-26%	?	13%
